# Screens: PubChem BioAssay, several laboratories
# ZTA DNA inh = ZTA (EBV) inhibition in EBNA-1 counter-screen; P03206; ZTA-DNA binding, fluorescence polarization; inhibition, % at 11 µM; 0.15% of 320,000 active; AID 2234; in the data active means inhibition above about 33%
# AHR act = activators of human aryl hydrocarbon receptor. activation, % at 5 µM. AID 2796. 2.5% of 320,000 active. AHR-responsive luciferase reporter cells, luminescence. P35869; in the data active means activation above about 47%;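 further: 0% = vehicle wells and 100% = reference agonist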
# Target sequence (P35869 whole entry, looked up): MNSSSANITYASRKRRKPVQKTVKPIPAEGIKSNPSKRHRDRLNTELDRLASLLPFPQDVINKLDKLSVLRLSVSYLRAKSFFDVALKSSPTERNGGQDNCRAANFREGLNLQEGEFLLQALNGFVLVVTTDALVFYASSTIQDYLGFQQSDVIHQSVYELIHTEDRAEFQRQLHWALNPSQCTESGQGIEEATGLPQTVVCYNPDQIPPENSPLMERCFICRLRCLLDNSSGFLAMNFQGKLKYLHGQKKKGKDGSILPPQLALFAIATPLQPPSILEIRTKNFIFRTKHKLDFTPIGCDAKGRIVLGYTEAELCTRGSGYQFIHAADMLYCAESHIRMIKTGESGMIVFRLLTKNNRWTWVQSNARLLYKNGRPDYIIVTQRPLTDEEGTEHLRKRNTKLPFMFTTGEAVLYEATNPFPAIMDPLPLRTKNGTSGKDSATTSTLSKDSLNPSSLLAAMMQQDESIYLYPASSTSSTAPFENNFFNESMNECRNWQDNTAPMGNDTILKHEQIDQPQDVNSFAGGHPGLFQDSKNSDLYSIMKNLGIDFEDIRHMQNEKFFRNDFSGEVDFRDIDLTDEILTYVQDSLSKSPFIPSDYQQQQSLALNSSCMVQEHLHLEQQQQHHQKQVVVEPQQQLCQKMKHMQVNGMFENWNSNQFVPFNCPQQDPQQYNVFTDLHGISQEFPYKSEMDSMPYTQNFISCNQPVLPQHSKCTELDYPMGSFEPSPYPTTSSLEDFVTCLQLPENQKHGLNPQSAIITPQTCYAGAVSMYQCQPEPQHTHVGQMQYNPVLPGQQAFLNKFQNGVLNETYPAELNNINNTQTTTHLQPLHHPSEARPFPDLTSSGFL
# RPL19A-GFP yeast = alters RPL19A-GFP fluorescence in TOR pathway yeast screen; percent response vs DMSO, % at 10 µM; 0.3% of 330,000 active; S. cerevisiae RPL19A-GFP strain, flow cytometry, 3 h; hits give low values;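 active means percent response vs DMSO below 50%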;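 further: median channel GFP fluorescence of the barcoded RPL19A-GFP strain; ratio of sample median GFP to plate DMSO average so 100% = DMSO; lower means less RPL19A-GFP as with rapamycin TOR inhibition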
# EBNA-1 inhibitor = blocks EBNA-1 binding to DNA. EBNA-1 DNA binding, fluorescence polarization. inhibition, % at 14.8 µM. 0.34% of 300,000 active. AID 1950; in the data active means inhibition above about 28%
# LAP4 TOR yeast = alters LAP4-GFP fluorescence in TOR pathway yeast screen; AID 2023; GFP response vs DMSO, % at 10 µM; 0.34% of 320,000 active; S. cerevisiae LAP4-GFP multiplex, flow cytometry GFP, 3 h; median GFP as percent of DMSO wells;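 active means GFP response vs DMSO above a set limit, about the screen mean plus 3 SD, cut at about 150% in these data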
# procasp3 activ = activators of human procaspase-3; P42574; recombinant procaspase-3 D3A, Ac-DEVD-pNA absorbance 405 nm; activation, % at 8.5 µM; 0.11% of 330,000 active;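 active means activation above the mean of all tested compounds plus 3 SD, cut at about 21% in these data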;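 further: 0% = DMSO alone and 100% = DMSO wells spiked with extra 5 µM PC-3 D3A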
#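 Test system: Procaspase-3 D3A mutant; medium: Zinc-free HEPES/NaCl buffer with 0.01% Triton X-100 at pH 7.4; reagent: DEVD-pNA substrate; doses: one concentration, 8.5 µM nominal, 0.8% DMSO; times: 1 h preincubation plus 2 h reaction at 25 °C; signal: Epi-absorbance at 405 nm of released p-nitroaniline, 0 and 120 min; replicates: singlicate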
# proCasp7 act = activates human procaspase-7, counter-screen for procaspase-3 activators. P55210. recombinant procaspase-7, Ac-DEVD-pNA absorbance 405 nm; D23A/D198A/D206A triple mutant, cannot self-cleave; scale: DMSO 0, 5 µM enzyme 100. activation, % at 8.5 µM. 0.093% of 330,000 active;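 active means percent activation above the screen-wide mean plus 3 SD, cut at about 25% in these data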
#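 Material: Procaspase-7 triple mutant (PC-7 D3A) | Quantity: 2 µM procaspase-7 mutant as dispensed | Reagent: DEVD-pNA substrate | Times: 1 h preincubation, 2 h reaction | Technique: 405 nm absorbance of p-nitroaniline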
# MEP2-GFP yeast = alters MEP2-GFP fluorescence in TOR pathway yeast screen. GFP response vs DMSO, % at 10 µM. S. cerevisiae MEP2-GFP strain, flow cytometry GFP, 3 h; 100% = DMSO control level. 0.51% of 330,000 active. AID 2016;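 active means GFP response versus DMSO above a set limit, roughly screen mean plus 3 SD, cut at about 180% in these data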;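 further: median GFP fluorescence of the barcode-gated MEP2-GFP cells per well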
# An asterisk follows results filed as active; nt = not tested or not shown.
no. | SMILES | proCasp7 act | LAP4 TOR yeast | RPL19A-GFP yeast | AHR act | ZTA DNA inh | MEP2-GFP yeast | EBNA-1 inhibitor | procasp3 activ
1 | O=C(Nc1ccccc1)NC1CCN(Cc2c(F)cccc2Cl)CC1 | 4 | 104 | 110 | 0 | -9 | 103 | -11 | -1
2 | O=C(C1=NOC(CNc2ncc(C(F)(F)F)cc2Cl)C1)N1CCOCC1 (stereo unspecified) | 6 | 108 | 96 | 0 | -5 | 120 | -13 | -4
3 | O=C(C1CC1)N1CCc2cc(S(=O)(=O)NCCC3=CCCCC3)ccc21 | -10 | 82 | 95 | 2 | -7 | 96 | -6 | 3
4 | Cc1ccc(NC2=C(NCCO)C(=O)c3ccccc3C2=O)cc1 | -11 | 98 | 105 | 65* | -2 | 106 | -9 | -17
5 | COc1ccc(C(=O)N2CCN(C(=O)c3ccc(-c4ccccc4)cc3)CC2)cc1OC | 2 | 106 | 94 | 0 | 1 | 103 | 18 | 0
6 | CC(C)c1ccc(C2C(C(=O)c3ccco3)=C(O)C(=O)N2CC2CCCO2)cc1 (stereo unspecified) | -5 | 89 | 102 | 1 | -22 | 100 | 1 | -4
7 | O=C(/C=C/c1ccc([N+](=O)[O-])s1)N1CCN(c2ccccc2)CC1 | 5 | 97 | 91 | 2 | -10 | 102 | -10 | 4
8 | CC1Cc2ccccc2N1c1ncnc2c1nnn2Cc1ccccc1 (stereo unspecified) | 0 | 106 | 99 | 1 | 3 | 105 | 6 | -3
9 | O=C(CN1C(=O)c2ccccc2S1(=O)=O)c1ccccc1 | 6 | 98 | 97 | -8 | 6 | 100 | -5 | 7
10 | COCCNS(=O)(=O)c1ccc(F)c(OC)c1 | 3 | 107 | 100 | 3 | -23 | 105 | -7 | -2
11 | OCCC1CN(C/C=C/c2ccco2)CCN1Cc1ccccc1 (stereo unspecified) | 6 | 92 | 106 | 2 | 5 | 107 | 8 | 6
12 | O=C(Oc1cccc([N+](=O)[O-])c1)C1CCN(C(=O)c2ccc(F)cc2)CC1 | 9 | 107 | 106 | 3 | -11 | 105 | 3 | -6
13 | C/C=C(/C)C(=O)O[C@@H]([C@H](O)c1cc2ccc(=O)oc2cc1OC)C(C)(C)O[C@@H]1O[C@H](CO)[C@@H](O)[C@H](O)[C@H]1O | 2 | 96 | 99 | -2 | nt | 91 | nt | -5
14 | Cc1cc(C(=O)NCC(=O)OCC(=O)N(C)C2CCCCC2)ccc1[N+](=O)[O-] | 12 | 93 | 104 | -1 | -6 | 114 | -5 | 9
15 | O=C(O)c1cc2cc(Cl)cc(Cl)c2oc1=O | 4 | 98 | 98 | 0 | 4 | 100 | -2 | 4
16 | O=C(CSCc1cnn(-c2ccccc2)c1-n1cccc1)N1CCN(Cc2ccccc2)CC1 | 3 | 103 | 95 | -1 | -1 | 105 | 3 | -2

# Not a retest: entries from further up.
no. | SMILES | proCasp7 act | LAP4 TOR yeast | RPL19A-GFP yeast | AHR act | ZTA DNA inh | MEP2-GFP yeast | EBNA-1 inhibitor | procasp3 activ
8 | CC1Cc2ccccc2N1c1ncnc2c1nnn2Cc1ccccc1 (stereo unspecified) | 0 | 106 | 99 | 1 | 3 | 105 | 6 | -3
9 | O=C(CN1C(=O)c2ccccc2S1(=O)=O)c1ccccc1 | 6 | 98 | 97 | -8 | 6 | 100 | -5 | 7
10 | COCCNS(=O)(=O)c1ccc(F)c(OC)c1 | 3 | 107 | 100 | 3 | -23 | 105 | -7 | -2
11 | OCCC1CN(C/C=C/c2ccco2)CCN1Cc1ccccc1 (stereo unspecified) | 6 | 92 | 106 | 2 | 5 | 107 | 8 | 6
12 | O=C(Oc1cccc([N+](=O)[O-])c1)C1CCN(C(=O)c2ccc(F)cc2)CC1 | 9 | 107 | 106 | 3 | -11 | 105 | 3 | -6
13 | C/C=C(/C)C(=O)O[C@@H]([C@H](O)c1cc2ccc(=O)oc2cc1OC)C(C)(C)O[C@@H]1O[C@H](CO)[C@@H](O)[C@H](O)[C@H]1O | 2 | 96 | 99 | -2 | nt | 91 | nt | -5

# Reformatted with one line to a screen: part of the list above.
[12] O=C(Oc1cccc([N+](=O)[O-])c1)C1CCN(C(=O)c2ccc(F)cc2)CC1
[13] C/C=C(/C)C(=O)O[C@@H]([C@H](O)c1cc2ccc(=O)oc2cc1OC)C(C)(C)O[C@@H]1O[C@H](CO)[C@@H](O)[C@H](O)[C@H]1O
[14] Cc1cc(C(=O)NCC(=O)OCC(=O)N(C)C2CCCCC2)ccc1[N+](=O)[O-]
[15] O=C(O)c1cc2cc(Cl)cc(Cl)c2oc1=O

Assay by compound,12,13,14,15
proCasp7 act,9,2,12,4
LAP4 TOR yeast,107,96,93,98
RPL19A-GFP yeast,106,99,104,98
AHR act,3,-2,-1,0
ZTA DNA inh,-11,nt,-6,4
MEP2-GFP yeast,105,91,114,100
EBNA-1 inhibitor,3,nt,-5,-2
procasp3 activ,-6,-5,9,4

# More results follow:
no. | SMILES | proCasp7 act | LAP4 TOR yeast | RPL19A-GFP yeast | AHR act | ZTA DNA inh | MEP2-GFP yeast | EBNA-1 inhibitor | procasp3 activ
17 | COc1cc(C=C2C(=O)c3ccccc3C2=O)cc(OC)c1 | -4 | 120 | 93 | 7 | -4 | 91 | 2 | 3
18 | CC(C)CCSc1nc(N2CCOCC2)c2c(c1C#N)CC(C)(C)OC2 | -2 | 90 | 96 | 0 | 3 | 94 | -4 | 6
19 | CN(Cc1ccco1)S(=O)(=O)c1nnc(NC(=O)c2ccccc2)s1 | -8 | 102 | 100 | 4 | 14 | 109 | 4 | -4
20 | S=c1[nH]c2ncccc2o1 | 7 | 92 | 91 | 0 | -2 | 91 | 1 | 5
21 | O=C(Nc1ccccc1C(F)(F)F)N1CCCCCC1 | 6 | 103 | 104 | 5 | -7 | 108 | -20 | -8
22 | COc1cccc(-c2nc(-c3ccccc3)no2)c1 | -7 | 97 | 100 | 38 | 9 | 99 | 12 | -2
23 | CC(C)C(C(=O)Nc1ccc(S(=O)(=O)N2CCOCC2)cc1)N1C(=O)c2ccccc2C1=O (stereo unspecified) | -5 | 107 | 106 | -1 | 18 | 114 | 16 | 1
24 | Cc1nc2scc(C)n2c(=O)c1S(=O)(=O)NC(C)c1ccccc1 (stereo unspecified) | 7 | 97 | 100 | -1 | 6 | 102 | 4 | 11
25 | COc1ccc2cc(/C=N/NC(=O)c3c(Cl)cnn3C)c(Cl)nc2c1 | 5 | 91 | 101 | -1 | -3 | 98 | -1 | 1
26 | CCCN1C(=O)c2ccccc2NC1c1ccc(O)c(OCC)c1 (stereo unspecified) | 13 | 81 | 108 | 1 | -2 | 102 | 9 | -2
27 | COc1ccc(CN(C(=S)Nc2ccccc2)C2CC(=O)N(c3ccccc3)C2=O)cc1 (stereo unspecified) | 4 | 96 | 104 | 0 | -16 | 101 | 4 | -2
28 | Cc1ccccc1C(=O)NC1CCN(Cc2nnnn2C2CCCC2)CC1 | 1 | 93 | 98 | 1 | -6 | 96 | -9 | 0
29 | COc1ccc(OC)c(N(CC(=O)N2CCN(Cc3ccccc3)CC2)S(C)(=O)=O)c1 | -2 | 100 | 104 | -3 | -20 | 113 | 1 | 0

# Not a hit list. Share with any hit: about 3.8%.
